ASAP1 GAP inh – blocks human ASAP1-stimulated Arf1 GTP hydrolysis; GDP FP detection; inhibition, % at 16.5 µM; actives 0.19% (n = 360,000); AID 624377; in the data active = inhibition above about 25%;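 also: 0% = vehicle with enzyme and substrate and 100% = no enzyme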
PLC-gamma1 inh – PLC-gamma1 (human) inhibition, primary screen | actives 0.84% (n = 370,000) | inhibition, % at 12.2 µM | AID 720700 | purified PLC-gamma1, fluorogenic substrate, fluorescence | P19174; in the data active = inhibition above about 9.5%
TDP2 absorb – TDP2 (human) inhibition, absorbance primary screen | actives 0.34% (n = 370,000) | recombinant TDP2, T5PNP hydrolysis, p-nitrophenol absorbance 415 nm | O95551 | inhibition, % at 12.8 µM;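 active = inhibition above the mean of all tested compounds plus 3 SD, set per campaign, cut at about 25% in these data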;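 also: 0% = DMSO with enzyme and 100% = buffer with substrate but no TDP2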
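test system = human TDP2 enzyme | input = TDP2 enzyme at 120 nM final | medium = 50 mM Tris-HCl pH 7.5 with Mg2+, KCl, DTT, BSA | also added = T5PNP substrate, 5 mM | times = 2 h at 37 °C | technique = epi absorbance | benchmarks = high control without enzyme, low control DMSO plus TDP2 | replication = each compound tested once, singlicate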
Tn7 DDE FP – DD(E)-Tn7 binding inhibition, primary FP screen. FP displacement of FITC-Tn7 peptide from fibrin DD(E); 0% = median of compound wells per plate. P02675. AID 720508. actives 0.13% (n = 370,000). inhibition, % at 8.3 µM;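 active = inhibition above the mean of compounds falling within the control limits plus 3 SD of them, cut at about 14% in these data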;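 also: 0% = plate median of compound wells and 100% = 10 µM Aha-Tn7 peptide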
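assay system = human clot-derived fibrin DD(E) complex | quantity = Fibrin-DD(E) at 2 µM final | timing = 10 min preincubation, 3 h with tracer, room temperature | signal = fluorescence polarization | measure = percent inhibition | benchmarks = high control wells with 10 µM unlabelled Aha-Tn7 peptide (full inhibition) | replicates = singlicate testing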
ADAM17 inh – inhibitors of human ADAM17. P78536. recombinant ADAM17, EDANS/DABCYL FRET peptide cleavage. inhibition, % at 6.95 µM. actives 0.83% (n = 370,000);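 active = inhibition above the mean of compounds lying between control limits plus 3 SD, set per campaign, cut at about 8.5% in these data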;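 also: 0% = DMSO-only wells as the low control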
Target sequence (P78536 215-824 limits assumed): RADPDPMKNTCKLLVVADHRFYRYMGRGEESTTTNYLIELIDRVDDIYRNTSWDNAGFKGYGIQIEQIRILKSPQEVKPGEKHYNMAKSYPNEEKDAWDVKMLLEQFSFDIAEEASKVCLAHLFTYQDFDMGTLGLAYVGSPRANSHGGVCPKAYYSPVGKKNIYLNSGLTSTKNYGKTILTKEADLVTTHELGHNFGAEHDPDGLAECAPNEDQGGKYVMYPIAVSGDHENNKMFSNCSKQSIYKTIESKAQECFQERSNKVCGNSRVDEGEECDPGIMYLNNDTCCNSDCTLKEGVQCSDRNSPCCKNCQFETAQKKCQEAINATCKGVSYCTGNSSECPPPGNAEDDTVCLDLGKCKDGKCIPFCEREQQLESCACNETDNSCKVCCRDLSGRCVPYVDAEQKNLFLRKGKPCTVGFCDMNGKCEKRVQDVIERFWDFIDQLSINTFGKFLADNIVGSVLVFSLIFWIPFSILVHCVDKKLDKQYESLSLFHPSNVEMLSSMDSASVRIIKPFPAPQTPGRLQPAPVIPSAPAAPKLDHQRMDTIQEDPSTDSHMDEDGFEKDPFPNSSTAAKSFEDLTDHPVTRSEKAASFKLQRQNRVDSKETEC
LEDGF integ inh – blocks HIV-1 LEDGF/p75-dependent DNA integration. TR-FRET IN-LEDGF/p75 DNA integration, Eu/Cy5. inhibition, % at 3.7 µM. actives 0.64% (n = 370,000). AID 743269;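 active = inhibition above the screen-wide mean plus 3 SD, cut at about 13% in these data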;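 also: signal is the Cy5 over europium emission ratio at 671 and 618 nm; 0% = plate median of compound wells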
KLK7 zymogen act – proKLK7 (human) activation, primary screen | purified proKLK7, EDANS-DABCYL substrate fluorescence; 100% is mature enzyme control, 0% vehicle | activation, % at 7 µM | actives 0.9% (n = 370,000);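 active = activation above the mean of all tested compounds plus 3 SD, computed per campaign excluding outliers beyond control limits, cut at about 13% in these data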
Target sequence (P49862 whole entry, looked up): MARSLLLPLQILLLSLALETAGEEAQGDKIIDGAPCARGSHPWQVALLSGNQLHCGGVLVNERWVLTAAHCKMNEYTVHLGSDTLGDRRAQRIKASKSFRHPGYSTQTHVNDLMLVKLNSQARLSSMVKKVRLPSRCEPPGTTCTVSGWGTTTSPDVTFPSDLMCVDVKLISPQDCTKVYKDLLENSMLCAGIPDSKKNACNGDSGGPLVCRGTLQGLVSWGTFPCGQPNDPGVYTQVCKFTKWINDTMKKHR
ARFGAP1 inhibitor – inhibits rat ARF GTPase activating protein 1. Q62848. Arfgap1-stimulated ARF1 GTP hydrolysis, GDP FP detection. inhibition, % at 16.5 µM. actives 0.26% (n = 360,000). AID 651572;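 active = inhibition above a per-plate limit, mean inhibition of low control wells plus 3 SD, cut at about 25% in these data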;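 also: 0% = DMSO wells with enzyme and 100% = wells lacking Arfgap1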
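Material: truncated rat Arfgap1 GAP domain; Incubation: compound-enzyme preincubation 20 min, reaction 120 min, detection 60 min, 25 °C; Read-out: percent inhibition of Arfgap1-stimulated GTP hydrolysis; Technique: FP, GDP Alexa 633 tracer displaced from anti-GDP antibody, 620/688 nm; Controls: No-Arfgap1 wells (100%) versus DMSO full-reaction wells (0%); Replication: single well per compound.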
DDE Tn6 FP inh – inhibitors of Tn6 peptide binding to human fibrin DD(E). P02675. actives 0.21% (n = 370,000). Fibrin DD(E) TRITC-Tn6 fluorescence polarization displacement. AID 720509. inhibition, % at 8.3 µM;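 active = inhibition above a per-campaign cutoff: mean of compounds within control limits plus 3 SD, cut at about 15% in these data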;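 also: 0% = median of all compound wells on the plate and 100% = blocking peptide control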
ADAM10 inh – inhibits human ADAM10. O14672. recombinant ADAM10, EDANS/DABCYL FRET peptide cleavage, 3 h. inhibition, % at 7 µM. actives 0.62% (n = 370,000). AID 720582;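 active = inhibition above a per-campaign cutoff equal to the mean of compounds falling between control-based bounds plus 3 SD, cut at about 20% in these data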;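 also: 0% = DMSO wells while the 100% control is not disclosed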
* = called active by the depositor; i = inactive; nt = no result given.

Start of the listing, in advance:
1	Cc1ccc2c(n1)CC(C)(C)C/C2=N\O
2	COc1cccc(OCc2nnc(SCC(=O)N3c4ccccc4Sc4ccc(Cl)cc43)o2)c1
3	O=C(NNC(=O)c1cc([N+](=O)[O-])ccc1Cl)c1cccnc1
Assay by compound	1	2	3
ADAM10 inh	1	9	2
PLC-gamma1 inh	1	8	2
DDE Tn6 FP inh	0	-1	-2
KLK7 zymogen act	0.1	0.1	-0.8
LEDGF integ inh	1	2	-3
ADAM17 inh	0	7	-6
ASAP1 GAP inh	-1	0	2
ARFGAP1 inhibitor	-1	-5	11
Tn7 DDE FP	-13	-4	7
TDP2 absorb	3	-23	-4

The list itself (from the top)
1	Cc1ccc2c(n1)CC(C)(C)C/C2=N\O
2	COc1cccc(OCc2nnc(SCC(=O)N3c4ccccc4Sc4ccc(Cl)cc43)o2)c1
3	O=C(NNC(=O)c1cc([N+](=O)[O-])ccc1Cl)c1cccnc1
4	N#CCC[C@H]1CC[C@]2(CCCN(Cc3ccccc3)C2)O1
5	Cc1ccc(S(=O)(=O)N2CN(Cc3ccco3)c3nc4ccccc4nc32)cc1C
6	Cc1ccc(-c2csc(Nc3ccccn3)n2)cc1
7	COc1cccc(/C=C/C(=O)NCc2ccc3c(c2)OCO3)c1
8	CNC(=S)Nc1cccc2[nH]ncc12
9	CC1CCN(C(=O)COc2ccc3ccccc3c2Br)CC1
10	Cn1c(COc2ccccc2)nnc1SCC(=O)NC1CCCC1
Assay by compound	1	2	3	4	5	6	7	8	9	10
ADAM10 inh	1	9	2	-6	-35	8	9	-7	16	4
PLC-gamma1 inh	1	8	2	0	-17	-1	1	-3	2	-4
DDE Tn6 FP inh	0	-1	-2	6	-3	3	-7	9	3	-13
KLK7 zymogen act	0.1	0.1	-0.8	-0.6	-1.0	0.0	0.1	0.3	-0.2	-1.1
LEDGF integ inh	1	2	-3	-3	0	0	1	0	-2	-5
ADAM17 inh	0	7	-6	-4	-14	9.0*	6	-5	6	-6
ASAP1 GAP inh	-1	0	2	nt	-8	6	12	-7	0	-6
ARFGAP1 inhibitor	-1	-5	11	nt	-5	-8	4	1	-1	3
Tn7 DDE FP	-13	-4	7	-7	-12	-5	-5	0	-2	2
TDP2 absorb	3	-23	-4	0	11	-4	-15	11	-9	-11

11	O=C(CN1CCN(Cc2ccccc2)CC1)NNC(=O)c1ccccc1
12	COc1ccc(C(=O)N2CCC(Oc3cccnc3)CC2)c(OC)c1
13	Oc1ccc(C[C@H]2CNC(=S)N2CC2CCCN2C[C@H](Cc2ccc(O)cc2)N2C[C@H](Cc3ccc(O)cc3)N(CC3CCCCCC3)C2=S)cc1 (some centres not stated)
14	Cc1noc(C)c1COC(=O)C1CCN(S(=O)(=O)c2ccc(F)cc2)CC1
15	COc1ccc(N(Cc2cc3ccccc3[nH]c2=O)S(=O)(=O)c2ccc(OC)cc2)cc1
16	Nc1ccc(-c2cc(-c3ccc(N)cc3)nc(-c3ccccc3)n2)cc1
17	CCOC(=O)N[C@H](Cc1c[nH]c2ccccc12)C(=O)NC1CC1
18	O=C(O)CCCC(=O)N1N=C(c2ccccc2)CC1c1ccc2c(c1)OCO2 (configuration not stated)
19	Cc1cc(C)cc(NS(=O)(=O)c2ccc3[nH]cc(C(=O)NCc4ccco4)c(=O)c3c2)c1
20	Cc1cnn(C(=S)NCCc2ccccc2)c1
Assay by compound	11	12	13	14	15	16	17	18	19	20
ADAM10 inh	-22	-3	23*	-8	-39	i	1	1	-6	-9
PLC-gamma1 inh	-3	-1	3	1	-9	i	0	-1	-3	0
DDE Tn6 FP inh	8	6	31*	-1	-3	1	10	4	-1	12
KLK7 zymogen act	-0.2	0.5	-0.3	0.5	1.5	0.2	-0.6	-0.4	-0.6	-0.4
LEDGF integ inh	2	-2	-3	0	5	-3	0	3	2	2
ADAM17 inh	-8	-5	9.2*	-4	-12	-226	-3	-2	2	0
ASAP1 GAP inh	12	nt	10	-6	-4	12	-5	-10	-3	8
ARFGAP1 inhibitor	5	nt	10	3	4	17	3	-4	0	-5
Tn7 DDE FP	-3	0	8	-1	6	0	4	-3	0	-2
TDP2 absorb	-10	4	7	6	9	-8	4	0	-8	4

21	COc1ccc(-c2nnc(SCC(=O)Nc3ccc(Cl)cc3)n2C)cc1
22	COc1ccc(N(CC(=O)NC2CCCC2)C(=O)CCC(=O)Nc2cc(C)on2)cc1OC
23	Cc1nc(-c2ccc(Cl)cc2)sc1C1(C)CC(c2cccc([N+](=O)[O-])c2)=NO1 (configuration not stated)
24	CCCc1nc2ccccc2c(=O)n1/N=C/c1c(C)[nH]n(-c2ccc(C)cc2)c1=O
25	Cc1nnc2sc(SCC(=O)N3CCc4ccccc43)nn2c1=O
26	Cc1ccc(C)c(NCCCCC(=O)O)c1
27	O=C1CC(c2ccccc2)C(C(=O)O)N1 (configuration not stated)
28	O=C1CCC(C(=O)Nc2cccc(C(F)(F)F)c2)N1 (configuration not stated)
29	CCOC(=O)c1ccc(N/C=C\C(=O)c2cccc(OC)c2)cc1
30	CCCCCc1cc(=O)oc2c(C(CCN3CCCC3)c3ccc(N(C)C)cc3)c(OC)cc(OC)c12 (configuration not stated)
Assay by compound	21	22	23	24	25	26	27	28	29	30
ADAM10 inh	3	-4	0	1	-2	-2	-10	-1	-6	-33
PLC-gamma1 inh	1	2	4	-16	0	0	-1	-3	-13	-20
DDE Tn6 FP inh	6	-2	2	0	2	4	2	8	-3	-10
KLK7 zymogen act	0.2	0.3	0.4	-0.6	0.3	0.2	-0.1	-0.7	-0.5	0.5
LEDGF integ inh	-2	0	0	3	-5	-2	-1	-5	-1	-3
ADAM17 inh	6	-3	0	0	-2	-1	-2	-4	-2	-11
ASAP1 GAP inh	1	4	-7	14	-6	3	12	2	5	-7
ARFGAP1 inhibitor	18	0	4	7	1	2	-11	11	0	9
Tn7 DDE FP	1	-1	4	-4	-4	-4	-1	0	2	5
TDP2 absorb	-5	-4	3	1	-2	1	1	0	0	-12

Structures above containing a Cl atom:
2	COc1cccc(OCc2nnc(SCC(=O)N3c4ccccc4Sc4ccc(Cl)cc43)o2)c1
3	O=C(NNC(=O)c1cc([N+](=O)[O-])ccc1Cl)c1cccnc1
21	COc1ccc(-c2nnc(SCC(=O)Nc3ccc(Cl)cc3)n2C)cc1
23	Cc1nc(-c2ccc(Cl)cc2)sc1C1(C)CC(c2cccc([N+](=O)[O-])c2)=NO1 (configuration not stated)
Assay by compound	2	3	21	23
ADAM10 inh	9	2	3	0
PLC-gamma1 inh	8	2	1	4
DDE Tn6 FP inh	-1	-2	6	2
KLK7 zymogen act	0.1	-0.8	0.2	0.4
LEDGF integ inh	2	-3	-2	0
ADAM17 inh	7	-6	6	0
ASAP1 GAP inh	0	2	1	-7
ARFGAP1 inhibitor	-5	11	18	4
Tn7 DDE FP	-4	7	1	4
TDP2 absorb	-23	-4	-5	3

Continuation.
31	CCOc1ccc(S(=O)(=O)N(CC)CC(=O)N2CCCC2)cc1C
32	COc1cccc(-c2nc(N3CCN(c4ccccc4)CC3)c3ccccc3n2)c1O
33	CCCCOc1ccc(CSc2nncn2N)cc1
34	CN1CCOCCOCCN(C)C1=O
35	COc1ccccc1CC(=O)NC1CCC(C)CC1 (configuration not stated)
36	CNc1nc2c(-c3ccc(Cl)cc3)nnn2c2ccccc12
37	CC(=O)Nc1cccc(-c2cc3c(c4c2ccn4C)C2CCC3O2)c1 (configuration not stated)
38	COc1cc(NC(=O)CCS(=O)(=O)c2ccc3nc(C)sc3c2)cc(OC)c1OC
39	CN1C(=O)N(C)N(Cc2ccccc2)C(=O)N1Cc1ccccc1
40	Cc1cc(C)nc(/N=C(/NC(=O)c2ccccc2)Nc2ccccc2)n1
Assay by compound	31	32	33	34	35	36	37	38	39	40
ADAM10 inh	3	4	-2	-1	-3	-8	i	-1	-14	-8
PLC-gamma1 inh	1	-1	3	0	0	-16	-58	-2	0	3
DDE Tn6 FP inh	3	-2	3	2	-1	3	-5	-3	-8	-3
KLK7 zymogen act	0.3	0.0	0.0	0.2	0.1	-0.8	2.1	0.3	-0.2	0.3
LEDGF integ inh	-4	-2	-2	-4	1	-1	-7	-1	-4	0
ADAM17 inh	-1	-5	-2	-3	-3	-5	-131	-6	-5	1
ASAP1 GAP inh	5	-10	-2	7	5	-4	2	7	3	15
ARFGAP1 inhibitor	0	-12	7	-5	-8	10	3	4	-2	7
Tn7 DDE FP	2	-2	7	-1	1	-4	4	0	4	-4
TDP2 absorb	-4	10	-4	6	11	-12	1	-1	-5	4

Entries by screen from the list.
Compounds 36–40 in ADAM10 inh: -8, i, -1, -14, -8
Compounds 36–40 in ARFGAP1 inhibitor: 10, 3, 4, -2, 7

Screening data from PubChem BioAssay.
